# Screening data from PubChem.
# SW480 rereplic = inducers of DNA re-replication in SW480 colon cancer cells; SW480 DNA re-replication, Hoechst DNA content imaging, 48 h; Potency, µM (titrated, usually from 46.1 µM), inactives show at the top dose re-replication activation, most hits filed as activators; 1.8% of 340,000 active; AID 624297; further: potency means the concentration at half of the fitted maximal effect; % of control where 0% means no effect; nearly all actives have a fitted effect of over 55% in size
#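 First, 250 cells per well were seeded. Next, compound or vehicle (23 nL) was pinned in, plates sat 48 hr at 37 C. Finally Hoechst was added for 40 min before fluorescence scanning.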
# HT1080NT lethal = kills 2HG-producing HT-1080-NT fibrosarcoma cells | HT-1080-NT fibrosarcoma viability, CellTiter-Glo ATP luminescence, 48 h | Potency, µM (doses to about 46.1 µM), for inactives: at the highest dose activity, negative = less viability, usual class: cytotoxic | 1.6% of 360,000 active | AID 686970;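 further: NT is the 2HG producing partner of a matched IDH1 knockdown line; potency means the concentration at half of the fitted maximal effect; 0% = DMSO-treated cells and -100% = media-only wells without cells; nearly all actives have a fitted effect of over 55% in size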
#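 HT-1080-NT; 750 cells/well; 5% FBS RPMI; 48 h compound, 37 degrees C; CellTiter-Glo luminescence; curve fitting and curve-class assignment.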
# S2 tox = reduces viability in counter-screen for ATXN expression inhibitors; S2 cells (HEK-293 line with an ATXN2-luciferase reporter) viability, CellTiter-Fluor protease fluorescence, 24 h; Potency, µM (series often up to 56.7 µM), usual class: cytotoxic; 0.49% of 400,000 active; AID 651635; further: potency means the concentration at half of the fitted maximal effect; nearly all actives have a fitted effect of over 40% in size
# HT1080 IDH1KD tx = HT-1080 IDH1 knockdown cell toxicity (counter line). HT-1080 IDH1 knockdown viability, ATP luminescence, 48 h. Potency, µM (top dose mostly 46.1 µM), inactives show top-dose activity, negative = toxicity, most hits filed as cytotoxic. 2% of 360,000 active. AID 686971;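 further: potency means the concentration at half of the fitted maximal effect; 0% = DMSO wells and -100% = cell-free medium wells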
#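 CellTiter-Glo luminescence after 48 h compound exposure at 37 degrees C of IDH1-knockdown HT-1080 cells in 5% FBS RPMI. %Activity scaled between DMSO wells and cell-free media wells, with curves fitted and assigned curve classes.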
# KB-V1 MDR tox = KB-V1 MDR subline cytotoxicity; 3.4% of 400,000 active; Potency, µM (titrated, usually from 46.1 µM), for inactives: at the top dose activity change, negative = cytotoxicity, hits mostly cytotoxic; KB-V1 MDR cells viability, CellTiter-Glo, 72 h; AID 1347076; further: potency means the concentration at half of the fitted maximal effect; on the % scale 0 is the no-effect control and ±100 the full control effect; nearly all actives have a fitted effect of over 60% in size
#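 Cells of the MDR subline KB-V1 are plated, dosed with compound at multiple concentrations, and incubated 72 h at 37 degrees C; CellTiter-Glo is then added and luminescence read after 10 min.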
# ATXN2 expr inh = reduces ATXN2 reporter expression in HEK-293 cells; HEK-293 ATXN2-luciferase reporter, luminescence, 24 h; Potency, µM (highest dose often 57 µM), for inactives: at the top dose activity change, negative = inhibition, hits mostly inhibitors; 0.72% of 360,000 active; further: potency means the concentration at half of the fitted maximal effect; on the % scale 0 is the no-effect control and ±100 the full control effect; nearly all actives have a fitted effect of over 55% in size
#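 ATXN2-luciferase reporter cells (luciferase flanked by upstream and downstream ATXN2 gene portions) were treated 24 h at 37 °C with compounds at up to 57 uM. SteadyGlo luminescence gave expression; GF-AFC fluorescence gave viability.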
# IL1B secr inh = inflammasome signaling inhibition, IL-1 beta readout; THP-1 LPS/ATP IL-1B secretion, AlphaLISA, 16 h; active compounds read low; activity change, % at 57.5 µM; 4.7% of 360,000 active; AID 743279; in the data active means activity change below about -50%; inconclusive means mostly about -30% to -49%; further: on the % scale 0 is the no-effect control and ±100 the full control effect
#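 THP-1 cells pretreated 1 hr with compounds (up to 57.5 uM final), then stimulated with LPS (250 ng/mL final) plus ATP (1.25 mM final); secreted IL-1B measured by AlphaLISA after 16 hr, decreased signal indicating inhibition.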
# MCF10A rereplic = inducers of DNA re-replication in MCF 10A breast cells. MCF 10A DNA re-replication, Hoechst nuclear intensity, 48 h. AID 624296. 2.9% of 350,000 active. Potency, µM (top dose mostly 46.1 µM), without a hit: top-dose activity, positive = re-replication, hits mostly activators; further: potency means the concentration at half of the fitted maximal effect; % of control where 0% means no effect; nearly all actives have a fitted effect of over 50% in size
# KB-3-1 cytotox = KB-3-1 parental cell cytotoxicity. KB-3-1 viability, CellTiter-Glo ATP luminescence, 72 h. Potency, µM (titrated, usually from 46.1 µM), for the others: top-dose activity change, negative = cytotoxic, usual class: cytotoxic. 1.4% of 400,000 active; further: potency means the concentration at half of the fitted maximal effect; on the % scale 0 is the no-effect control and ±100 the full control effect; nearly all actives have a fitted effect of over 60% in size
#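 72 h, 37 °C compound treatment of KB-3-1 parental cells; CellTiter-Glo added, 10 min, luminescence read. Data corrected against DMSO-only plates and normalized before curve fitting.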
# * hit, by the source's call; i = inactive; u = inconclusive; x = not tested or not shown; & = joins results of further samples; [ ] = dose if it differs, or a comment. Unless noted, the call rests on the fitted dose curve; in most records, active means well fitted curve in the direction sought with a large enough effect; inconclusive means small, poorly fitted or top-dose-only effect, or another doubt; inactive means no such curve, though single readings can be large; an effect the other way counts as inactive or inconclusive. Compounds as they come; 11% or so of the library scored in one or more.
SMILES,SW480 rereplic,HT1080NT lethal,S2 tox,HT1080 IDH1KD tx,KB-V1 MDR tox,ATXN2 expr inh,IL1B secr inh,MCF10A rereplic,KB-3-1 cytotox
CC1Cc2ccccc2N1C(=O)COC(=O)c1n[nH]c(=O)c2ccccc12 (stereo not given),-4%,-4%,i,-5%,-3%,0%,30,18%,-6%
C=C(C)C1CC=C(C)/C(=N/NC(=O)c2cccc([N+](=O)[O-])c2)C1 (stereo not given),-16%,4%,i,2%,u,-3%,-9,u,-22%
O=c1c2sc3ccccc3c2n(Cc2cccc(F)c2)c(=O)n1CCc1ccccc1,x,x,i,x,1%,83%[activator],x,x,0%
COc1ccccc1NC(=O)CN1C(=O)NC2(CCCCCCC2)C1=O,0%,-2%,i,9%,u,3%,26,1%,2%
CCOCCCNC(=O)C(NC(=O)CNC(=O)c1ccccc1)c1ccccc1 (stereo not given),-3%,-3%,i,-1%,-4%,-1%,17,3%,-5%
C/C(=N/NC(=O)CNC(=O)c1ccccn1)c1ccccc1,u,10%,i,12%,15%,x,1,1%,0%
CC(C)Cn1c(SCC(=O)c2c(N)n(C)c(=O)n(C)c2=O)nc2ccccc21,1%,3%,i,-1%,-4%,9%,45,1%,13%
C/C(=N\NC(=O)COc1ccc(C(C)(C)C)cc1)c1cc2ccccc2o1,-4%,-1%,i,-17%,-13%,20%,-25,u,0%
Cc1noc(C)c1COC(=O)/C=C/c1ccc(Cl)cc1,-4%,8%,i,0%,2%,x,7,u,1%
COc1cccc(-c2nc(-c3ccncc3)no2)c1,-9%,-15%,i,-4%,-9%,43%[activator],-4,-1%,-1%
CCCCCCn1c(N2CCC(C)CC2)nc2c1c(=O)[nH]c(=O)n2C,-2%,14%,i,6%,u,-14%,-25,u,u
Fc1cccc(CO/N=C/c2c(-c3ccccc3)nc3ccc(Cl)cn23)c1,2%,3%,i,12%,0%,-9%,1,u,-11%
CSc1c(CC(=O)NCCO)n(C)c2ccccc12,8%,-3%,i,7%,-12%,7%,12,-3%,10%
O=C1CSC(=S)N1c1ccc(Cl)c(Cl)c1,-6%,u,i,-15%,17%,6%,7,u,-4%
Cc1ccc([C@@H]2[C@@H]3C(=O)N(C)C(=O)[C@@H]3[C@]3(C)C(=O)N(Cc4ccc(-c5ccccc5)cc4)CC(=O)N23)o1,5%,-10%,i,-6%,-1%,-13%,3,-3%,-8%
O=C(NCCN1CCOCC1)C1CCC(=O)N1Cc1ccccc1Cl (stereo not given),-5%,15%,i,12%,0%,1%,17,1%,9%
Cc1ccn2c(-c3csc(NCc4ccco4)n3)c(C)nc2c1,-7%,-22%,i,-26%,0%,-22%,-20,4%,0%
COc1cc(NC(=O)c2cc(-c3ccc4c(c3)OCO4)on2)cc(OC)c1OC,-25%,8.2µM*,i,5.8µM*,u,-15%&-18%,20,19%,-22%&-2%
CN(C)CCNC(=O)c1cccc(-c2cnc3c(NC=O)cc(-c4cccc(F)c4)cn23)c1,x,u,x,u,5%,u,-3,x,0%
OC[C@@H]1CN(Cc2ccc(Cl)cc2)C[C@H](n2cnc3c(NC4CC4)ncnc32)O1,x,u,i,2%,2%,8%,11,x,0%
CCN(CC)CCOC(=O)c1ccc(NC(=O)c2cc3c(=O)n(CC)c4ccccc4c3s2)cc1,x,x,i,x,0%,-1%,x,x,-4%
Cn1c(C(=O)N2CCN(Cc3ccc4c(c3)OCO4)CC2)cc2c(=O)n(C)c3ccccc3c21,7%,-28%,i,-18%,0%,-13%,-27,21%,-2%
Cc1ccc(NC(=O)CCC(=O)Nc2nnc(C3CCCCC3)s2)cc1,u,2%,i,26%,u,3%,13,-16%,17%
CC(C)c1ccc(N=C2N=C(N)c3ccccc32)cc1,-64%[inhibitor],18µM*,x,u,u,u,-96*,u,u
Cc1nn(C)cc1S(=O)(=O)NCc1ccc2c(c1)OCO2,3%,13%,i,5%,22%,13%,0,10%,0%

# Shown bar-delimited: two of the compounds above.
mol | SW480 rereplic | HT1080NT lethal | S2 tox | HT1080 IDH1KD tx | KB-V1 MDR tox | ATXN2 expr inh | IL1B secr inh | MCF10A rereplic | KB-3-1 cytotox
COc1cccc(-c2nc(-c3ccncc3)no2)c1 | -9% | -15% | i | -4% | -9% | 43%[activator] | -4 | -1% | -1%
CCCCCCn1c(N2CCC(C)CC2)nc2c1c(=O)[nH]c(=O)n2C | -2% | 14% | i | 6% | u | -14% | -25 | u | u

# Copied from above, two compounds:
SMILES,SW480 rereplic,HT1080NT lethal,S2 tox,HT1080 IDH1KD tx,KB-V1 MDR tox,ATXN2 expr inh,IL1B secr inh,MCF10A rereplic,KB-3-1 cytotox
CC(C)c1ccc(N=C2N=C(N)c3ccccc32)cc1,-64%[inhibitor],18µM*,x,u,u,u,-96*,u,u
Cc1nn(C)cc1S(=O)(=O)NCc1ccc2c(c1)OCO2,3%,13%,i,5%,22%,13%,0,10%,0%

# More records.
SMILES,SW480 rereplic,HT1080NT lethal,S2 tox,HT1080 IDH1KD tx,KB-V1 MDR tox,ATXN2 expr inh,IL1B secr inh,MCF10A rereplic,KB-3-1 cytotox
O=C(O)c1cccc(N2C(=O)/C(=C/c3ccc([N+](=O)[O-])cc3)C=C2c2ccccc2)c1,-128%[inhibitor],0%,i,u,u,x,-2,2%,2%
Cc1ccc2c(c1)c(=O)c1ccccc1n2CCCC(=O)Nc1ccc(F)cc1F,x,x,u,x,-15%,-5%,x,x,8%
NS(=O)(=O)c1cc(C(=O)OCC(=O)Nc2ccc(Cl)cc2[N+](=O)[O-])ccc1Cl,6%,7%,i,7%,-3%,x,72,-6%,-4%
Cc1cc2nccc(-c3ccncc3)n2n1,-1%,0%,i,1%,u,13%,5,1%,-1%
COc1ccccc1CN1CCNC(=O)C1CC(=O)NCc1c(C)n[nH]c1C (stereo not given),-5%,3%,u,13%,28%,4%[11.3 µM],21,-19%,2%
Cc1ccc2c(=O)cc(C(=O)Nc3ccc(S(=O)(=O)N(C)Cc4ccccc4)cc3)oc2c1,x,x,i,x,-16%,11%,x,x,4%
Cc1ccc(NC(=O)Nc2nnc(Cc3ccc([N+](=O)[O-])cc3)s2)cc1,-4%,-1%,i,-12%,u,14%,1,6%,-5%
COc1ccc(S(=O)(=O)N2CCN(Cc3cc(OC)c(O)c(OC)c3)CC2)cc1,-2%,8%,i,11%,-5%,-23%,3,8%,9%
O=C(CSC1=NNC(c2ccccn2)S1)Nc1ccccc1 (stereo not given),16µM*,u,u,u,-1%,u,184,u,9%
Cc1ccc2c(c1)-c1c(cnn1CC(=O)NC(C)CCc1ccco1)CO2 (stereo not given),1%,-10%,i,0%,-3%,-20%,-14,-10%,8%
C1=Cc2ccccc2Nc2ccccc21,-6%,0%,i,14%,-8%,x,0,3%,-11%
CCn1c(NC(=O)/C=C/c2ccc(F)cc2)nc2ccccc21,28%,-29%,i,-26%,u,-29%,48,u,u
Cc1ccc(NC(=O)c2ccccc2Cl)cc1-n1cnnn1,-27%,17%,i,11%,-14%,-11%,8,-14%,6%
CCOCCCn1c(=S)[nH]c2ncccc2c1=O,-6%,21%,u,11%,4%,u,-5,-2%,17%
Cc1nn(CCc2nn[nH]n2)c2nc(-c3ccccc3)cc(C(F)(F)F)c12,5%,-15%,i,-9%,-2%,-11%,19,10%,2%
COc1ccc(C#Cc2c(-c3ccc(OC)cc3)oc3ccc(-c4ccc(OC)cc4)cc23)cc1,-15%,6%,i,2%,-3%,5%,7,3%,13%
CCN1CCN(C(=S)c2ccc(SC)cc2)CC1,u,-17%,i,-12%,0%,1%,u,-178%[0.0737 µM],-2%
CN(CC(=O)Nc1c(Cl)cccc1Cl)C(=O)Cc1ccc2c(c1)CCC2,-6%,6%,i,-1%,u,7%,1,8%,0%
COc1ccc(CCC(=O)Nc2cccc(S(=O)(=O)N3CCCCCC3)c2)cc1OC,22%,-9%[9.24 µM],i,-20%,-25%,u,-23,13%,-42%
COc1cc(OC)cc(C(=O)NC(C(=O)N2CCc3ccccc3C2)C(C)C)c1 (stereo not given),18µM*,u,i,u,u,-22%,31,u,u
Cc1ccc(C(=O)O/N=C(\N)Cc2cccs2)c(Cl)c1,9%,u,i,-22%,12%,64%[activator],u,-5%,-1%
CCCC(C)NC(C)C(=O)NC1CCCC1 (stereo not given),-1%,1%,i,1%,-6%,-2%,12,-1%,28%
CCOC(=O)N1CCN(C(=O)Cn2nc(C)c3sc4ccccc4c3c2=O)CC1,1%,5%,u,-1%,-2%,5%,-15,-2%,-1%
O=C(CCNC(=O)Cn1ccc2ccccc2c1=O)NCCCN1CCN(c2ccccc2F)CC1,1%,2%,i,-2%,12%,-15%,1,-5%,9%
CC(C)NC(=O)NC(=O)COC(=O)/C=C/c1ccccc1[N+](=O)[O-],-4%,1%,i,9%,2%,0%,-5,2%,-5%
O=[N+]([O-])c1ccccc1/C=C/CN1CCCC(CO)C1 (stereo not given),0%,-1%,i,-11%,1%,-15%,-11,u,3%
CCn1c(/C=C\c2ccccc2C)nc2ccccc2c1=O,19%,-1%,i,3%,u,x,-15,0%,-6%
Cc1ccc(-c2ccc(=O)n(Cc3ccc(F)cc3Cl)n2)cc1,10%,u,i,u,u,-5%,-24,u,-5%
CCC(=O)Nc1ccc2nc3c(=O)n(C)c(=O)n(C)c3nc2c1,x,x,i,x,17%,-1%,x,x,3%

# 4 compounds from above, arranged by the number in IL1B secr inh, ascending:
canonical_smiles	IL1B secr inh
COc1ccc(CCC(=O)Nc2cccc(S(=O)(=O)N3CCCCCC3)c2)cc1OC	-23
Cc1ccc(NC(=O)Nc2nnc(Cc3ccc([N+](=O)[O-])cc3)s2)cc1	1
COc1ccc(S(=O)(=O)N2CCN(Cc3cc(OC)c(O)c(OC)c3)CC2)cc1	3
COc1cc(OC)cc(C(=O)NC(C(=O)N2CCc3ccccc3C2)C(C)C)c1 (stereo not given)	31
